From PubChem
Nrf2 inh = Nrf2 pathway inhibition; A549 ARE-Fluc reporter, luciferase luminescence, 18-24 h; Potency, µM (titrated, usually from 46 µM), inactives show at the highest dose activity change, negative = inhibition, actives largely listed as inhibitors; actives 2.1% (n = 360,000); AID 504444; further: potency means the concentration at half of the fitted maximal effect; on the % scale 0 is the no-effect control and ±100 the full control effect; nearly all actives have a fitted effect of over 60% in size
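A549 ARE_Fluc cells, 5000/well, 5% FBS OPTI-MEM; compounds in dose-response, 18-24 h at 37 °C/5% CO2; CellTiter-Fluor viability read (Ex 405/Em 525), then BugLite luciferase luminescence = Nrf2 activity.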
Nrf2 activator = Nrf2 pathway activation. actives 0.31% (n = 410,000). AREc32 ARE-luciferase reporter (MCF7-derived line), luminescence, 24 h. Potency, µM (series often up to 46.1 µM), without a hit: top-dose activation, usual class: activators. AID 624171; further: potency means the concentration at half of the fitted maximal effect; % of control where 0% means no effect; nearly all actives have a fitted effect of over 65% in size
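AREc32 cells carrying an ARE-driven firefly luciferase reporter were seeded at 1000 cells/well in OPTI-MEM with 5% FBS, then exposed to compound for 24 hr at 37 deg C. Luminescence was read with Steady-Glo after 30 min at RT.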
CCT chaperon mod = cytosolic chaperonin activity modulation. purified chaperonin ATPase assay, HTRF ADP detection, 30 min. activity change, % (concentration not given with the values), hits read low. AID 651819. actives 0.3% (n = 360,000); in the data active means activity change below about -30%; further: on the % scale 0 is the no-effect control and ±100 the full control effect
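TRiC at 40 or 20 nM final (batch-dependent) in 30 mM Tris pH 7.4, 100 mM KCl, 5 mM MgCl2, 1 mM DTT, with compound at single 76 uM and 10 uM ATP, 30 min at 37 deg C. ADP detected by HTRF Transcreener, 665/615 ratio.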
EPAC2 agonist = agonists of human EPAC2 (RAPGEF4); Potency, µM (titrated, usually from 154 µM), inactives show at the highest dose activation, hits mostly activators; EPAC2 activation, biochemical qHTS; response scale: 100% = 6.5 mM cAMP response; actives 0.079% (n = 360,000); further: potency means the concentration at half of the fitted maximal effect; nearly all actives have a fitted effect of over 50% in size
Target sequence (Q8WZA2 whole entry, looked up): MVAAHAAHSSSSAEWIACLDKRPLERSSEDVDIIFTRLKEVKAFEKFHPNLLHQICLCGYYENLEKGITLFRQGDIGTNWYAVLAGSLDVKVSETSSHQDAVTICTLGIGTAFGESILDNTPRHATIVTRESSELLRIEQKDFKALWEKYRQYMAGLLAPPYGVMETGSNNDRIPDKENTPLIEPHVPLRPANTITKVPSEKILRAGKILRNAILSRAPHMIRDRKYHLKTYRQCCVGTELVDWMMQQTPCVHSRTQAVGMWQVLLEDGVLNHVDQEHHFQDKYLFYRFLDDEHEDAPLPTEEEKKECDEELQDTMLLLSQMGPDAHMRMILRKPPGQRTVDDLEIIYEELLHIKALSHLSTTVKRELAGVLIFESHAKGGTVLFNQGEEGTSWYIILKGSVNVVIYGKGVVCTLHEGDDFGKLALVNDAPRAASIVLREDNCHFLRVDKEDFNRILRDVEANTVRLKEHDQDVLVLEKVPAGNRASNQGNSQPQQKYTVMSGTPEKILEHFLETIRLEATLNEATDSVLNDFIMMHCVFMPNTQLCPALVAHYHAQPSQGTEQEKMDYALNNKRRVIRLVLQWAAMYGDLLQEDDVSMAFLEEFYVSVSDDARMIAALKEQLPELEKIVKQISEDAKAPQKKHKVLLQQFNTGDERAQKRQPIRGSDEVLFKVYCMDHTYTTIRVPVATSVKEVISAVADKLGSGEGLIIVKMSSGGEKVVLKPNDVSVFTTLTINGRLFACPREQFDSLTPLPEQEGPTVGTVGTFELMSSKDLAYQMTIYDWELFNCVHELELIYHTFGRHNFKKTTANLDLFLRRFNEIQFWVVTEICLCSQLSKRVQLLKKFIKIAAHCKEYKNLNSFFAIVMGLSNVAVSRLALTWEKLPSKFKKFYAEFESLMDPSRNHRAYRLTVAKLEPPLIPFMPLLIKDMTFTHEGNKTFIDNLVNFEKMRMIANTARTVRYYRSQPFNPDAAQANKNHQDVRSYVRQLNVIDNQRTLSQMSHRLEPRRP
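Each well held 100 nM EPAC2, 250 nM RAP1B-BODIPY-GDP and 50 uM GDP. Fluorescence, read at 5-min intervals to 30 min, was referenced to a 6.5 mM cAMP positive control.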
EPAC2 antag = EPAC2 (human) antagonism | actives 0.18% (n = 360,000) | Q8WZA2 | EPAC2 GEF exchange of Rap1B-BODIPY-GDP, fluorescence | Potency, µM (highest dose often 114 µM), inactives show top-dose activity, negative = inhibition, usual class: inhibitors; further: potency means the concentration at half of the fitted maximal effect; on the % scale 0 is the no-effect control and ±100 the full control effect; nearly all actives have a fitted effect of over 45% in size; many of its hits are not listed in these tables
TGFb SMAD3 inh = inhibitors of TGF-b signaling; actives 1.2% (n = 410,000); AID 588855; HepG2 CAGA-GFP TGF-b/SMAD3 reporter, GFP fluorescence, 18 h; TGF-beta stimulated, 500 pg/mL final; Potency, µM (top dose mostly 46.1 µM), for the others: at the highest dose activity, negative = inhibition, usual class: inhibitors; further: potency means the concentration at half of the fitted maximal effect; on the % scale 0 is the no-effect control and ±100 the full control effect; nearly all actives have a fitted effect of over 65% in size
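TGF-beta reporter screen: HEPG2 CAGA-GFP, 1% FBS, 500 pg/mL TGF-beta final, 18 h; per-cell GFP summed per well; curves fitted and categorized by class.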
pAkt inh = blocks phosphorylation of Akt; AID 651550; activity change, % for hits at 50 µM; actives 0.32% (n = 360,000); Neuro2A IGF-stimulated pAkt S473 HTRF, 20 min; stronger effect = lower value; in the data active means activity change below about -80%; inconclusive means mostly about -51% to -80%; further: on the % scale 0 is the no-effect control and ±100 the full control effect
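Single-point screen (50 µM final compound) in Neuro2A cells stimulated 20 min with 6 nM IGF at 37 deg C. After lysis, Ser473-phosphorylated Akt read by HTRF (ex 330 nm, em 615/665 nm) as the 665/615 ratio.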
Mm-Cpn inhibitor = M. maripaludis TRiC chaperonin inhibition; purified Mm-Cpn ATPase, ADP Transcreener TR-FRET; Potency, µM (series often up to 76.9 µM), without a hit: at the highest dose activity, negative = inhibition, actives largely listed as inhibitors; actives 0.031% (n = 330,000); AID 504842; further: potency means the concentration at half of the fitted maximal effect; on the % scale 0 is the no-effect control and ±100 the full control effect; nearly all actives have a fitted effect of over 80% in size
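Quantitative HTS used 25 nM Mm-CPN and 10 uM ATP in magnesium/KCl Tris buffer, pH 7.4, with 1 mM DTT. Hydrolysis ran 30 min at 37°C; ADP was read by HTRF.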
A549 viability = kills or reduces viability of A549 cells in Nrf2 counter-screen. Potency, µM (highest dose often 46 µM), for inactives: at the top dose activity change, negative = cytotoxicity, usual class: inhibitors. actives 0.16% (n = 390,000). A549 ARE-Fluc cells, CellTiter-Fluor viability, 18-24 h; further: potency means the concentration at half of the fitted maximal effect; on the % scale 0 is the no-effect control and ±100 the full control effect
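A549 ARE-Fluc cells in 5% FBS OPTI-MEM, 5000 cells/well, rested 2 h then exposed to compounds in concentration-response for 18-24 h at 37 °C. Viability by CellTiter-Fluor fluorescence (Ex 405/Em 525) after 30 min; luciferase luminescence (BugLite, 15 min, RT) read afterwards.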
* = called active by the depositor; i = inactive; ? = inconclusive; · = not tested or not shown; & = joins results of further samples; [ ] = another dose, or the depositor's remark. Unless noted, the call rests on the fitted dose curve; in most records, active means well fitted curve in the direction sought with a large enough effect; inconclusive means small, poorly fitted or top-dose-only effect, or another doubt; inactive means no such curve, though single readings can be large; an effect the other way counts as inactive or inconclusive. This is a subset; the hit share may differ from the screen's.

SMILES | Nrf2 inh | Nrf2 activator | CCT chaperon mod | EPAC2 agonist | EPAC2 antag | TGFb SMAD3 inh | pAkt inh | Mm-Cpn inhibitor | A549 viability
Cc1cc(OCC(=O)N(C(C)C)C(C)C)cc(C)c1Br | 1% | -2.4% | -5.0 | 14% | -3% | 5% | i | 1% | 0%
Cc1ccc(C(NC(=O)N2CCCCC2)=C(Cl)Cl)cc1F | 5% | ? | -1.1 | 7% | 17% | 3% | i | 1% | 9%
C=CCc1cccc2cc(NC(C)=O)c(=O)oc12 | 1% | -0.6% | 0.5 | 1% | 1% | -2% | i | 2% | -1%
CCCC/C(C)=N/NC(=O)Nc1ccccc1 | 11% | 0.9% | -2.4 | -3% | -5% | ? | i | 0% | -5%
COc1cc(NC(=O)CCCN2C(=O)NC(C)(C)C2=O)cc(OC)c1 | 9% | -0.6% | 1.0 | 5% | 10% | -1% | i | -3% | 3%
c1ccc(CNc2ncnc3scc(-c4cccs4)c23)nc1 | ? | ? | -0.3 | 14% | -24% | ? | i | -3% | -7%
O=S1(=O)CCN2C(=N1)SC1=C2CCN(Cc2ccccc2)C1 | -7% | 0.0% | -2.4 | 11% | 2% | 9% | i | -1% | 3%
COc1cc(CCNC(=O)c2cnn3ccccc23)cc(OC)c1OC | 2% | -0.7% | -3.5 | 18% | 0% | -1% | i | -1% | 1%
O=C(COc1ccc(S(=O)(=O)N2CCOCC2)cc1Cl)N1CCOCC1 | 5% | 0.0% | -0.9 | 10% | 4% | -13% | i | -3% | 1%
COc1ccc(NC(=O)CO/N=C2\CCCc3nonc32)cc1 | 5% | 2.7% | -4.6 | 12% | -9% | -6% | i | 1% | 3%
CSc1ccc(CN2CCN(Cc3ccc([N+](=O)[O-])cc3)CC2)cc1 | 8.2µM* | 3.9% | -5.0 | 7% | -4% | 0% | i | -1% | -11%
COc1cc2c(cc1OC)CN(Cc1ccc(C)cc1)CC2 | -7% | 0.4% | 0.6 | 16% | -4% | 2% | i | 1% | 5%
CC(C)N1CC(=O)N2CSCC2C1=O (stereo not given) | · | -0.1% | -1.1 | 3% | 7% | · | i | · | ·
CC12CCC(C(=O)N3CCN(c4ncccn4)CC3)(c3nc4ccccc4nc31)C2(C)C (stereo not given) | -11% | -0.6% | -1.0 | -6% | -7% | 8% | i | 1% | -2%
CC(=O)c1ccc(N2Cc3ccccc3C2)cc1 | ? | 0.0% | -1.1 | 1% | 3% | -15% | i | 0% | 6%
C=CCSC1=N/C(=C/c2ccsc2)C(=O)N1c1ccccc1 | 6% | 13% | -1.4 | 6% | ? | 2% | i | -1% | 8%
Cc1ccc2oc(C(=O)Nc3nnc(CC(C)C)s3)cc(=O)c2c1 | -9% | 0.1% | · | · | · | -20% | · | · | 5%
COc1cc(OC)c(N(C)C(=O)c2cc3c(s2)-c2ccccc2OC3)cc1Cl | ? | -1.4% | · | · | · | ? | · | · | -4%
O=C(c1ccccc1)c1coc2ccc(O)c(Cl)c12 | -9% | 9.2% | -0.7 | 13% | -11% | -19% | i | 1% | 1%
Brc1ccccc1OCCCn1cnc2ccccc21 | ? | 4.3% | -0.3 | 11% | -5% | -8% | i | -1% | ·

Quoted at random: two entries already listed.
SMILES | Nrf2 inh | Nrf2 activator | CCT chaperon mod | EPAC2 agonist | EPAC2 antag | TGFb SMAD3 inh | pAkt inh | Mm-Cpn inhibitor | A549 viability
CC(=O)c1ccc(N2Cc3ccccc3C2)cc1 | ? | 0.0% | -1.1 | 1% | 3% | -15% | i | 0% | 6%
CSc1ccc(CN2CCN(Cc3ccc([N+](=O)[O-])cc3)CC2)cc1 | 8.2µM* | 3.9% | -5.0 | 7% | -4% | 0% | i | -1% | -11%

Following part
SMILES | Nrf2 inh | Nrf2 activator | CCT chaperon mod | EPAC2 agonist | EPAC2 antag | TGFb SMAD3 inh | pAkt inh | Mm-Cpn inhibitor | A549 viability
O=C1NCCNC(=O)c2ccccc2OCCOc2ccccc21 | 17% | -1.7% | 0.7 | 9% | 17% | ? | i | 2% | 15%
CC1=C(c2ccc(C)c(C)c2)S(=O)(=O)N(Cc2ccc(C(=O)NCc3ccccc3F)cc2)C1=O | -6% | -0.3% | · | · | · | 14% | · | · | 0%
CCOc1cccc(OCCn2cnc3ccccc3c2=O)c1 | ? | 2.2% | -0.1 | 6% | -10% | -2% | i | -1% | 4%
CCC(=O)N1CCc2cc(Br)cc(S(=O)(=O)CCC(=O)NCCc3ccc(Cl)cc3)c21 | 3%[9.27 µM] | 0.3% | · | · | · | -18% | · | · | 12%
O=C(NCCn1cc(SCc2ccc(C(F)(F)F)cc2)c2ccccc21)c1cccs1 | ? | -0.3% | · | · | · | ? | · | · | -10%
O=C(c1ccc2c(=O)n(CCc3ccccc3)c(=O)[nH]c2c1)N1CCN(c2ccc(F)cc2)CC1 | ? | -0.1%&0.6% | 0.0 | 2% | 5% | ? | i | 0% | -11%&-8%
Cc1cccc(NC(=O)Cn2c(=O)n(CCCS(=O)(=O)C3CCCCC3)c(=O)c3ccccc32)c1 | 13% | -0.1% | · | · | · | ? | · | · | 7%
CC(C)(C)n1nnnc1C(c1ccccc1F)N(Cc1ccco1)CC1CCCO1 (stereo not given) | ? | 4.3% | -16 | 14% | -14% | -29% | i | -2% | ?
COc1ccc2c(c1)c1c(c(=O)n(Cc3ccccc3)c(=O)n1CC(=O)NCc1ccccc1)n2C | ? | 0.2% | · | · | · | 12% | · | · | -3%
COc1ccc(NC(=O)C2CCN(C(=O)[C@@H]3Cc4ccccc4CN3)CC2)cc1 | 23% | -0.1% | 0.2 | 8% | 6% | 1% | i | 1% | -8%
CC(C)C1C(=O)N(Cc2cn(CC3CCCCC3)nn2)CCS(=O)(=O)N1Cc1ccc(-c2ccccc2)cc1 (stereo not given) | · | -1.4% | -2.7 | 15% | -6% | ? | i | · | ·
COc1cc(C)c(Cl)cc1S(=O)(=O)NCc1ccccn1 | -11% | -0.4% | 2.7 | 3% | 4% | 6% | i | -1% | -1%
O=C(CSCc1ccccc1)Nc1ccc(Cl)cn1 | ? | 3.8% | -1.1 | 10% | -2% | 13% | i | -1% | -1%
CCCc1cc(=O)[nH]c2nnc(SCC(=O)NC3CCCC3)n12 | 2% | -0.2% | 1.1 | 3% | 13% | -4% | i | 0% | 2%
CCCNC(=O)C1(C)CCN(C(=O)c2sccc2C)C1 (stereo not given) | · | -1.3% | 0.4 | 11% | -1% | 0% | · | · | ·
NC(=O)CSc1nnc(-c2ccccc2F)n1C1CC1 | -5% | -0.8% | 0.0 | 2% | 4% | -13% | i | -1% | 0%
CC(=O)Nc1ccc(S(=O)(=O)NCc2ccc(C(=O)NCCN3CCCCCC3)cc2)cc1 | 1% | 0.0% | -0.7 | 11% | -1% | -11% | i | -1% | -2%
Cc1ccc(C2SCC(=O)N2c2ccccc2)cc1 (stereo not given) | 11% | 0.2% | -2.6 | 2% | -1% | 2% | i | 0% | 0%
CCN(CC)S(=O)(=O)c1ccc(F)c(C(=O)NCCCN2CCOCC2)c1 | 5% | -0.6% | 0.4 | 0% | 10% | -7% | i | -7% | 8%
CN(C)c1ccc(C=Nc2ccccc2)cc1 | 1% | -0.6% | 1.4 | 11% | -2% | -8% | i | ? | 11%
CC(CC(=O)N1CCN(c2ccccc2F)CC1)c1ccccc1 (stereo not given) | -3% | 0.1% | -0.8 | 8% | 5% | 12% | i | 0% | 10%
COc1ccccc1CCNC(=O)C(C)n1nc(C)c2c(C)n(-c3ccccc3)nc2c1=O (stereo not given) | -12% | 0.7% | -2.4 | -6% | 2% | 8% | i | 0% | 0%
CC1=C2C3OC(=O)C(C)[C@@H]3CC[C@](C)(O)C2C2C3C4C5(C12)[C@H]1OC(=O)[C@@H](C)C1CC[C@]4(C)O[C@]5(C)[C@@H]3O (stereo not given in full) | -4% | -1.3% | 1.6 | 1% | -4% | -4% | i | 2% | 0%
COc1ccc(CNC(=O)Nc2ccccc2)cc1 | ? | 0.6% | -0.6 | 6% | 11% | 2% | i | -1% | 0%
COc1ccc(-c2ccccc2)cc1NC(=O)c1cccs1 | -3% | 13% | -3.6 | 6% | -3% | -12% | i | 1% | -1%
Cc1ccc(NC(=O)CSc2ccc3nnc(CCNS(=O)(=O)c4ccccc4)n3n2)cc1Cl | -2% | 4.2% | · | · | · | 33%[activator] | · | · | -1%
N#CC(C(=O)Nc1ccccc1)=C1Nc2ccccc2N1 | 20% | 5.6% | 0.4 | -12% | 7% | 6% | i | -2% | -3%
COc1cc(/C=C2\SC(=S)N(CCC(=O)N3CCN(C)CC3)C2=O)cc(OC)c1OC | ? | ? | -0.8 | 6% | -3% | -12% | i | -4% | -3%
CCCCn1c(N)c(N(CC(C)C)C(=O)c2cnc(C)cn2)c(=O)[nH]c1=O | 8% | -0.5% | -2.1 | -10% | -4% | -11% | i | 0% | -6%
C=CCn1c(SCC(=O)Nc2ccc3c(c2)CCC3)nc2ccccc2c1=O | 3% | 0.4% | -0.4 | 6% | 0% | 0% | i | 0% | 6%
O=C(c1ccc(Cn2c(=O)[nH]c3ccsc3c2=O)cc1)N1CCN(c2ccccc2)CC1 | ? | 0.4% | 0.8 | 8% | 4% | -3% | i | 0% | -5%
O=[N+]([O-])c1cccc2c3c([nH]c12)CCCC3 | 4% | -0.2% | -1.3 | -8% | 10% | 9% | i | -1% | 4%
C=CCN(C(=O)CNC(=O)c1ccco1)C(C(=O)NC1CCCCC1)c1ccc(OC)cc1OC (stereo not given) | 3% | 4.5% | -4.4 | -11% | -9% | -10% | i | 0% | -8%
COC(=O)CSc1nc2ccccc2n1CC(=O)N(C(C)C)C(C)C | · | 0.0% | -0.3 | 1% | 0% | -23% | · | 1% | -2%
CCOC(CCNC(=O)c1cn(CC(C)C)c(=O)c2c1c1ccccc1n2C)OCC | -3% | -0.7% | -2.4 | -8% | -1% | -10% | i | -3% | 5%
